Screens deposited in PubChem BioAssay by The Scripps Research Institute Molecular Screening Center.
PME-1 primary: PME-1 (human) inhibition; Q9Y570; recombinant PME-1, FP-Rh probe fluorescence polarization; inhibition, % at 5.9 µM; 0.53% of 320,000 active;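 active means inhibition above the campaign mean of all compounds plus 3 SD, cut at about 26% in these data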;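 further: competitive labeling of PME-1 active site by serine hydrolase directed probe; 0% = PME-1 with DMSO and 100% = wells lacking PME-1 enzyme; inhibitors block probe labeling so polarization falls and inhibition rises; many of its hits are not listed in these tables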
Target sequence (Q9Y570 whole entry, looked up): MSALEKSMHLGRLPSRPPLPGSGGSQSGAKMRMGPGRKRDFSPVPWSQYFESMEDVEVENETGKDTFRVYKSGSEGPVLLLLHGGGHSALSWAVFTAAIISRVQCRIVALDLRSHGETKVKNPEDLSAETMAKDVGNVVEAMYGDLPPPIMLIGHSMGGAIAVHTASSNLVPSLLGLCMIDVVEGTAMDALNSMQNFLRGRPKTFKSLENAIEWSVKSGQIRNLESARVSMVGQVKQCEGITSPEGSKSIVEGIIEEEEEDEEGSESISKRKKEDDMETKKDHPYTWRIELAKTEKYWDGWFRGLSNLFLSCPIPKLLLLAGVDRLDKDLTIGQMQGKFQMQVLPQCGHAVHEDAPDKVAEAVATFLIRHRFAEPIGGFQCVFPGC
LYPLA2 counter: counter-screen for PME1 inhibitors: inhibitors of human LYPLA2; inhibition, % at 5.9 µM; AID 2177; O95372; recombinant LYPLA2, FP-Rh probe fluorescence polarization; 0.38% of 320,000 active;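 active means inhibition above the screen-wide mean plus 3 SD, limit set per campaign, cut at about 26% in these data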;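 further: 0% = LYPLA2 with DMSO and 100% = wells lacking LYPLA2 enzyme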
PREPL inhibitor: inhibitors of human prolyl oligopeptidase-like enzyme PREPL | inhibition, % at 5.96 µM | Q4J6C6 | AID 2751 | 0.68% of 320,000 active | recombinant PREPL, fluorescence polarization activity-based probe; in the data active means inhibition above about 43%;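 further: 0% = enzyme with DMSO and 100% = wells lacking enzyme; many of its hits are not listed in these tables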
Target sequence (Q4J6C6 whole entry, looked up): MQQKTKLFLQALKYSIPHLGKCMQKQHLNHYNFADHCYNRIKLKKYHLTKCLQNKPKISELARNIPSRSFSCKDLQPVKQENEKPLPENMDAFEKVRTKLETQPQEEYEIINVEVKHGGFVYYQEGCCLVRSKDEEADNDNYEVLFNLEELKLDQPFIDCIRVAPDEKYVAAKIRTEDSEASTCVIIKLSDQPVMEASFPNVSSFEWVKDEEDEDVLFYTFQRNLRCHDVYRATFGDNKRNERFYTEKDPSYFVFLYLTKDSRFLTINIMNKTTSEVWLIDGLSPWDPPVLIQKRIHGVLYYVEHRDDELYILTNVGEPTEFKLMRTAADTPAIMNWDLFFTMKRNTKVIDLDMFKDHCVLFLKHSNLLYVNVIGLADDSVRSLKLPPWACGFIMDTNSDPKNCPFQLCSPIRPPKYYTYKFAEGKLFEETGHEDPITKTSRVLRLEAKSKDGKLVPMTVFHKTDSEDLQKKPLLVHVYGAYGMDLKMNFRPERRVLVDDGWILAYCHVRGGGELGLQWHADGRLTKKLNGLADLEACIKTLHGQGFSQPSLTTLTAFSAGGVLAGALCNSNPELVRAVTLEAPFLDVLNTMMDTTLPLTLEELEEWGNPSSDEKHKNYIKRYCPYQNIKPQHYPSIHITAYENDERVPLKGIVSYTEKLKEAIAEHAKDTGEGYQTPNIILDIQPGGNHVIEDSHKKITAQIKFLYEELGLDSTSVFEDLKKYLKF
PAFAH1B3 FP inh: blocks human PAF acetylhydrolase 1B catalytic subunit 3; Q15102; 0.28% of 340,000 active; AID 492972; recombinant PAFAH1B3, FP-rhodamine probe, fluorescence polarization; inhibition, % at 3.39 µM;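 active means inhibition above the screen-wide average of all tested compounds plus 3 SD, cut at about 25% in these data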;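 further: 0% = enzyme with DMSO only and 100% = wells lacking PAFAH1B3 protein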
pPAFAH FP inh: pPAFAH (human) enzyme inhibition. inhibition, % at 3.39 µM. Q13093. recombinant pPAFAH, FP-rhodamine probe fluorescence polarization. 1.5% of 330,000 active;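 active means inhibition above the mean inhibition across the screen plus 3 SD, cut at about 25% in these data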;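 further: inhibitors block binding of the rhodamine activity-based probe so polarization drops; 0% = enzyme with DMSO and 100% = wells lacking pPAFAH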
LYPLA1 inh: counter-screen for PME1 inhibitors: inhibitors of human LYPLA1. inhibition, % at 5.9 µM. AID 2174. 0.16% of 320,000 active. recombinant LYPLA1, FP-Rh probe fluorescence polarization. O75608;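 active means inhibition above the mean of all tested compounds plus 3 SD, set per campaign, cut at about 14% in these data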;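 further: inhibitors block serine hydrolase probe labeling of LYPLA1 so polarization falls; 0% = enzyme with DMSO and 100% = wells lacking LYPLA1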
PAFAH1B2 inh: inhibitors of human PAFAH1B2; inhibition, % at 3.39 µM; P68402; recombinant PAFAH1B2, FP-rhodamine activity probe, fluorescence polarization; 1.2% of 340,000 active; AID 492953;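 active means inhibition above the mean of all tested compounds plus 3 SD, cut at about 24% in these data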;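 further: 0% = enzyme with DMSO and 100% = wells lacking PAFAH1B2; many of its hits are not listed in these tables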
GSTO1 inh: counter-screen for RBBP9 inhibitors: inhibitors of human GSTO1; inhibition, % at 5.96 µM; AID 1974; P78417; 1.1% of 300,000 active; recombinant GSTO1, activity-based probe fluorescence polarization;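 active means inhibition above the campaign mean inhibition plus 3 SD, cut at about 35% in these data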;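 further: 0% = GSTO1-1 with DMSO and 100% = wells lacking GSTO1-1 enzyme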
PAD4 inh: blocks human protein arginine deiminase 4; Q9UM07; recombinant PAD4, RCA probe fluorescence polarization; inhibition, % at 6.36 µM; 0.41% of 330,000 active;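 active means percent inhibition above a cutoff equal to the mean of all tested compounds plus 3 SD, cut at about 15% in these data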;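 further: 0% = PAD4 with RCA probe and DMSO and 100% = probe without PAD4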
Active calls of the source: *; . = no result given.

Sequence of screens: LYPLA2 counter, GSTO1 inh, LYPLA1 inh, PAD4 inh, PAFAH1B3 FP inh, PREPL inhibitor, PAFAH1B2 inh, pPAFAH FP inh, PME-1 primary
- Cc1nc2c(sc(=S)n2Cc2ccco2)c(=O)n1CC(=O)Nc1ccccc1
→ -26, -6, -16, -3, 3, 3, -4, 0, -19
- C/C=C/C(=O)OCC(=O)NC(=O)NC(C)C
→ 0, 5, -1, 0, 1, 13, 1, 2, 0
- CC(=O)c1cn(CC(=O)Nc2c(C)cccc2C)c2ccccc12
→ -2, -1, 0, -5, 2, 2, 2, 0, -5
- COc1c(S(=O)(=O)NCCN2CCOCC2)ccc(Cl)c1Cl
→ -2, 4, -1, 1, 2, 44*, -1, 1, 0
- O=C(Cc1ccc(-c2ccccc2)cc1)NCCN1CCOCC1
→ 0, -1, -1, -2, 7, 31, 3, 2, -5
- O=C(c1cccc(C(F)(F)F)c1)N1CCC(O)(CS(=O)(=O)Cc2ccccc2)CC1
→ 7, -1, 3, -5, 3, 6, 1, 5, -2
- CCOC(=O)CC(NC(=O)CCS(=O)(=O)c1ccc2c(c1)n(C)c(=O)c(=O)n2C)c1ccc(C)cc1 (stereo unspecified)
→ -7, 0, -1, 2, 10, 5, 2, 0, -1
- COC(=O)C1=C(C)OC(N)=C(C#N)C1c1cc(OC)c(OCC(N)=O)cc1Cl (stereo unspecified)
→ -4, -5, 4, 0, 4, -1, 5, -2, -1
- Nc1nonc1C(=O)N/N=C/c1cccc([N+](=O)[O-])c1
→ 2, 3, 5, -5, 1, -5, -1, 6, 0
- Nn1c(=O)[nH]c2c([nH]c3ccccc32)c1=O
→ -4, 7, -2, 0, 1, 0, 3, 1, 5
- CC(/C=N/NC(=O)C(O)c1ccccc1)=C\c1ccccc1 (stereo unspecified)
→ 6, -4, -3, -6, 4, -1, -4, 10, 0
- O=C(CCC(=O)N1CCN(c2ccccc2F)CC1)c1ccc(Cl)s1
→ ., ., ., 2, 4, -11, 5, 14, .
- COc1ccc(S(=O)(=O)N2Cc3ccccc3CC2C(=O)O)cc1 (stereo unspecified)
→ -2, -7, -1, -6, 9, 20, 1, 6, -7
- CC(Sc1nc(N)cc(N)n1)C(=O)Nc1ccc(N2CCOCC2)cc1 (stereo unspecified)
→ 5, ., -1, -5, 1, 7, 0, 3, 10
- CCOc1ccc(S(=O)(=O)N2Cc3ccccc3CC2C(=O)O)cc1 (stereo unspecified)
→ 5, -7, 5, -7, 4, -7, 0, -1, -2
- CCN(CC)CC(=O)Nc1cccc(S(=O)(=O)N2CCCC2)c1
→ 4, -3, 1, 6, 5, 0, -3, 3, 0
- O=C(O)CCC(=O)N1CCOc2ccc(Cl)cc21
→ -2, 4, -1, 2, 12, 0, 8, -2, -5
- O=C(NCCc1ccccn1)c1cc(-c2ccc(Cl)cc2)nc2ccccc12
→ -7, -4, 3, 0, 1, -3, 4, -2, -3
- CCC(C)[C@H](NC(=O)NCc1cccc(OC)c1)C(=O)O (stereo partly specified)
→ 1, 0, -1, 0, 5, 6, -1, 1, 4
- Cc1cc(NC(=O)c2cc3nc(C4CC4)cc(C(F)(F)F)n3n2)no1
→ 4, 11, 3, -6, 10, -1, 1, 2, -2
- CCOC(=O)[C@H]1[C@H]2COc3ccc(Cl)cc3[C@@H]2N2C(=O)c3cc(F)c(F)cc3NC(=O)[C@@]12C
→ -16, -4, -10, -5, 6, 3, 2, -6, -8
- Cc1cccc2nc(Cn3c(=O)n(CCC(=O)NCc4ccco4)c(=O)c4sccc43)cc(=O)n12
→ 2, 5, 2, 0, 9, 16, 6, 2, 1
- COc1ccc(Nc2oc(COc3ccccc3F)nc2C#N)cc1
→ -15, -6, -9, -8, 1, 13, 5, -4, 7
- Cc1cccc(OCc2nnc(SCC(=O)N3CCN(c4ccccc4)CC3)o2)c1C
→ 3, 6, 13, 5, 2, 7, 5, -2, -8
- CN(C)c1cc(NC(=O)CNC(C)(C)CC(C)(C)C)c2ccccc2n1
→ -5, 2, -3, -3, 8, -4, 3, 0, 0
- CCOCCn1c(=O)c2c(nc3n2CCN3c2ccc(C)cc2)n(C)c1=O
→ 5, -5, 3, -1, 1, 11, 6, 3, -1
- CC(C)NC(=O)NC(=O)COc1ccc(Br)cc1Br
→ -2, 8, -1, -2, -4, -6, 10, 0, 2
- CC12CCC(C(=O)N(c3ccccc3Cl)C1=O)C2(C)C (stereo unspecified)
→ 2, 4, -2, 0, 2, 3, -1, 1, 2
- Cc1ccc(SCCCn2cnc3ccccc3c2=O)cc1
→ 11, 0, -5, -4, -3, -7, 23, 0, 9
- CCOC(=O)C1=NN(c2ccc(C)cc2)CC1C(=O)OC (stereo unspecified)
→ -1, 5, 2, -5, 3, -6, 3, 0, -5
- Clc1ccc(N2CCN(/N=C/c3cccnc3)CC2)cc1
→ 4, -2, 2, -5, 0, 21, 28*, 6, 4
- Cc1ccc(S(=O)(=O)n2nc(-c3ccco3)nc2N)cc1
→ 5, 1, 5, 2, 12, -8, 14, -8, 1
- Cc1ccc(-c2nnc(SCC(=O)N/N=C/c3ccccc3C(=O)O)n2C2CCCCC2)cc1
→ 2, 0, -1, -1, -1, 13, -2, 6, -1
- CCc1cccc(C)c1NC(=S)NCC(c1cccnc1)N1CCOCC1 (stereo unspecified)
→ 5, 2, 4, -5, 4, -7, 5, 3, 0
- Cc1ccccc1-n1nc2c(c1NC(=O)/C=C\c1ccc3c(c1)OCO3)CSC2
→ -19, -10, -14, -3, 3, 6, 3, -1, -18
- COc1ccc(CC(=O)N2CCN(c3ccc(F)cc3)CC2)cc1
→ -3, 0, -1, -5, 8, -3, 1, -9, -9
- O=C(Cc1ccc(S(=O)(=O)N2CCOCC2)s1)N1CCN(S(=O)(=O)c2cccc([N+](=O)[O-])c2)CC1
→ 7, -1, -2, -6, 0, 3, -4, 7, -1
- O=C(Nc1cc(S(=O)(=O)N2CCCCC2)ccc1Cl)C1=NN(c2ccccc2)C(=O)CC1
→ -4, 0, -4, 4, 1, 2, 1, 4, -4
- CC1C(=O)Nc2ccccc2N1C(=O)c1c(F)cccc1F (stereo unspecified)
→ -1, 4, 1, -4, 7, 0, 9, 1, -1
- CCC(=O)N1CCc2cc(S(=O)(=O)NC(C(=O)Nc3cccc(C)n3)C(C)C)ccc21 (stereo unspecified)
→ -4, 2, -4, 2, 4, -1, 0, 3, 9
- O=C(CN1C(=O)C2(OCCO2)c2ccccc21)c1ccc(Br)cc1
→ 5, 11, -1, -3, 6, 2, 2, -2, -3
- O=C(CSC1=NCCS1)Nc1ccc2ccccc2c1
→ 1, 11, 0, 6, -4, 2, -1, 5, 6
- COc1ccccc1CNC(=O)C(Cc1c[nH]c2ccccc12)NC(=O)OCc1ccccc1 (stereo unspecified)
→ -6, -7, -3, 2, -5, -3, 5, 7, -1
- O=C(Cc1ccccc1)N1CCC(c2nc(-c3ccc(F)cc3)no2)CC1
→ 5, -9, 17*, -3, 1, 8, 7, 6, 4
- CCOc1ccc(S(=O)(=O)N2CCC(C(=O)NCCc3ccc(S(N)(=O)=O)cc3)CC2)cc1
→ -2, 11, 3, -6, 10, 0, 0, 2, 4
- CN1CCN(CC(O)COc2ccc(S(=O)(=O)N3CCOCC3)cc2)CC1 (stereo unspecified)
→ 3, ., -2, -1, -2, 4, -1, 3, -1
- COc1cc2c(cc1OC)C(c1ccccc1)CC2=O (stereo unspecified)
→ 0, 0, 0, -1, 13, -1, 5, -1, 3
- COc1cccc2cc(S(=O)(=O)c3ccc(C)cc3)/c(=N/NS(=O)(=O)c3ccc(C)cc3)oc12
→ 2, -1, -2, 1, 2, 8, 5, -1, -2
- COc1ccc(C(=O)NCCCNC(=O)c2ccccn2)cc1Br
→ -6, -5, -1, -5, 1, -4, 2, -2, 3
- COc1ccc(C(=O)N2CCN(Cc3ccccc3)CC2)cc1[N+](=O)[O-]
→ 4, 4, 1, 2, -1, 2, 3, 2, 0

Continuation.
Sequence of screens: LYPLA2 counter, GSTO1 inh, LYPLA1 inh, PAD4 inh, PAFAH1B3 FP inh, PREPL inhibitor, PAFAH1B2 inh, pPAFAH FP inh, PME-1 primary
- O=C(CN1C(=O)CCS(=O)(=O)c2ccccc21)NCc1ccccc1
→ 0, 12, 1, 3, 1, -2, 1, 0, -6
- COc1ccc(NC(=O)CC2C(=O)N(c3cccc(OC)c3)C(=O)N2CCC(C)C)cc1 (stereo unspecified)
→ 4, -8, -4, -5, 4, 14, 2, 5, -1
- O=C(CC(c1ccccc1)c1ccccc1)NCc1cccnc1
→ 3, 7, 1, -2, 10, -7, 2, 2, -2
- C/C(=C\C(=S)Nc1ccccc1)Nc1ccc2ccccc2c1
→ 1, 4, -2, -7, 8, 20, 9, 12, 18
- N#CC(=C=[N-])c1nc2ccccc2nc1-[n+]1cccc(NC(=O)c2cccs2)c1
→ 2, 54*, 4, -12, 9, 21, 4, 4, 10
- O=C(NCCCc1ccccc1)c1ccc([N+](=O)[O-])cc1Cl
→ 3, 5, -1, -3, 5, 2, 5, 2, -5
- Cc1ccc(OCC(=O)NN2C(=O)c3ccccc3C2=O)c(C)c1
→ 0, 8, 1, 1, -1, 4, 0, 3, -1
- COc1ccc(CNC(=O)CN2C(=O)CSc3ccc(S(=O)(=O)N4CCOCC4)cc32)cc1
→ 4, 6, 1, -4, -1, -8, 2, 2, -4
- O=S(=O)(c1ccc(F)cc1)N1CCN(c2ccccc2)CC1
→ -6, 3, -4, 4, 1, -12, 4, -2, 2
- O=C(CN1C(=O)C2CCCCC2C1=O)Nc1cccc(C(F)(F)F)c1 (stereo unspecified)
→ ., ., ., 1, 9, -1, 6, 10, .

Grouped by structure: the compounds so far with fluorine (10)
Sequence of screens: LYPLA2 counter, GSTO1 inh, LYPLA1 inh, PAD4 inh, PAFAH1B3 FP inh, PREPL inhibitor, PAFAH1B2 inh, pPAFAH FP inh, PME-1 primary
- O=C(c1cccc(C(F)(F)F)c1)N1CCC(O)(CS(=O)(=O)Cc2ccccc2)CC1
→ 7, -1, 3, -5, 3, 6, 1, 5, -2
- O=C(CCC(=O)N1CCN(c2ccccc2F)CC1)c1ccc(Cl)s1
→ ., ., ., 2, 4, -11, 5, 14, .
- Cc1cc(NC(=O)c2cc3nc(C4CC4)cc(C(F)(F)F)n3n2)no1
→ 4, 11, 3, -6, 10, -1, 1, 2, -2
- CCOC(=O)[C@H]1[C@H]2COc3ccc(Cl)cc3[C@@H]2N2C(=O)c3cc(F)c(F)cc3NC(=O)[C@@]12C
→ -16, -4, -10, -5, 6, 3, 2, -6, -8
- COc1ccc(Nc2oc(COc3ccccc3F)nc2C#N)cc1
→ -15, -6, -9, -8, 1, 13, 5, -4, 7
- COc1ccc(CC(=O)N2CCN(c3ccc(F)cc3)CC2)cc1
→ -3, 0, -1, -5, 8, -3, 1, -9, -9
- CC1C(=O)Nc2ccccc2N1C(=O)c1c(F)cccc1F (stereo unspecified)
→ -1, 4, 1, -4, 7, 0, 9, 1, -1
- O=C(Cc1ccccc1)N1CCC(c2nc(-c3ccc(F)cc3)no2)CC1
→ 5, -9, 17*, -3, 1, 8, 7, 6, 4
- O=S(=O)(c1ccc(F)cc1)N1CCN(c2ccccc2)CC1
→ -6, 3, -4, 4, 1, -12, 4, -2, 2
- O=C(CN1C(=O)C2CCCCC2C1=O)Nc1cccc(C(F)(F)F)c1 (stereo unspecified)
→ ., ., ., 1, 9, -1, 6, 10, .

Only part of the results is shown; count on the stated rates, not on these rows.
